High-throughput results as filed in PubChem BioAssay.
CHX counter = Cycloheximide Counterscreen for Small Molecule Inhibitors of Shiga Toxin; cell reporter, cycloheximide protein synthesis inhibition counterscreen; max response, %; 12% of 300,000 active; in the data active means max response mostly above about 13%, no sharp cut-off; inactive means mostly below about 14%; further: read at 38.3 µM for the half of the compounds with a filed dose; 0% is about no effect
Shiga toxin inh = A qHTS for Small Molecule Inhibitors of Shiga Toxin; AID 2315, 2010; Vero cells, Shiga toxin protein synthesis inhibition reporter; inhibition, % at 38.7 µM; 9.2% of 290,000 active; in the data active means inhibition mostly above about 28%, no sharp cut-off; inactive means mostly below about 43%; further: 0% is about no effect
LmPK inhibitor = qHTS Assay for Inhibitors of Leishmania Mexicana Pyruvate Kinase (LmPK); Q27686; purified LmPK, Kinase-Glo ATP luminescence, 1 h; Potency, µM (highest dose often 57.5 µM), inactives show at the top dose activity change, negative = inhibition, hits mostly inhibitors; 0.37% of 290,000 active; AID 1721, 2009; further: potency means the concentration at half of the fitted maximal effect; on the % scale 0 is the no-effect control and ±100 the full control effect
Target sequence (Q27686 whole entry, looked up): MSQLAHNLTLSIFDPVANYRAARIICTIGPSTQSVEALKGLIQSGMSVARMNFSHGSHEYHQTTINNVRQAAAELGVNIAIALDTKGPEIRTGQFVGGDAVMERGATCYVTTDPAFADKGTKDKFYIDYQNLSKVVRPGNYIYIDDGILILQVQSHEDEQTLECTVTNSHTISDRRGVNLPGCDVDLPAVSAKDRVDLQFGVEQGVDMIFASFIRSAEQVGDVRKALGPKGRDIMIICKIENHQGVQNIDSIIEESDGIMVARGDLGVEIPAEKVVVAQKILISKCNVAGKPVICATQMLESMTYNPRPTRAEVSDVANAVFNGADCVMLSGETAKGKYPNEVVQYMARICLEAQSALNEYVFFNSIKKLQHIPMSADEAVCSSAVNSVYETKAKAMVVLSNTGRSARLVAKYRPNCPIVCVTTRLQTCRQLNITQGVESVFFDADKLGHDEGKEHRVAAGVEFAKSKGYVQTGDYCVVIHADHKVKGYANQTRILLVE
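Kinase-Glo luminescence read after 1 h RT reaction of 0.1 nM LmPK with 0.5 mM PEP and 0.1 mM ADP. Activity scaled between uninhibited and enzyme-free controls.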
AMA1-RON2 inh = qHTS for Inhibitors of AMA1-RON; Towards Development of Antimalarial Drug Lead: Primary Screen; 0.2% of 360,000 active; AID 720542, 2013; AlphaScreen AMA1-biotinylated RON2 peptide binding; Potency, µM (titrated, usually from 58.2 µM), for inactives: top-dose activity change, negative = inhibition, usual class: inhibitors; Plasmodium falciparum AMA1 (3D7) - RON2 peptide interaction;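 further: potency means the concentration at half of the fitted maximal effect; 0% = vehicle wells and -100% = peptide control; nearly all actives have a fitted effect of over 45% in size; some results filed as inactive show a strong effect at the top dose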
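AMA1 (3D7) with his tag at 25 nM final met compounds first, then biotinylated RON2 peptide at 25 nM; detection used donor plus acceptor beads, 10 µg/mL apiece, read by AlphaScreen after 30 min at room temperature.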
Pf growth 96h = Primary qHTS for delayed death inhibitors of the malarial parasite plastid, 96 hour incubation | P. falciparum luciferase reporter growth, 96 h | Potency, µM (highest dose often 28.7 µM), inactives show top-dose activity change, negative = inhibition, most hits filed as inhibitors | 6.9% of 320,000 active | AID 504834, 2011; further: potency means the concentration at half of the fitted maximal effect; on the % scale 0 is the no-effect control and ±100 the full control effect
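Two parasite generations (96 h, 37 C, 5% CO2) of compound exposure in infected erythrocytes (0.05% parasitemia, 2% hematocrit). Luciferase-reporter P. falciparum; decreased luminescence indicates inhibited growth, aimed at apicoplast-acting delayed death.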
Pf growth 48h = Primary qHTS for delayed death inhibitors of the malarial parasite plastid, 48 hour incubation. Potency, µM (highest dose often 28.7 µM), for the others: at the top dose activity change, negative = inhibition, most hits filed as inhibitors. P. falciparum luciferase growth in erythrocytes, 48 h. 5.9% of 310,000 active; further: potency means the concentration at half of the fitted maximal effect; on the % scale 0 is the no-effect control and ±100 the full control effect
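Growth was read as firefly luciferase luminescence after a 48 h, 37 C, 5% CO2 exposure of compounds to reporter-bearing P. falciparum cultures (0.1% parasitemia, 2% hematocrit final) in Albumax-supplemented RPMI 1640.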
Tb PYK inh = qHTS of Trypanosoma Brucei Inhibitors | AID 624173, 2012 | Potency, µM (titrated, usually from 76.8 µM), for the others: at the top dose activity, negative = inhibition, hits mostly inhibitors | 0.12% of 410,000 active | TbPYK enzyme, Kinase-Glo Plus ATP luminescence, 45 min | pyruvate kinase (Trypanosoma brucei), Q57TT1; further: potency means the concentration at half of the fitted maximal effect; on the % scale 0 is the no-effect control and ±100 the full control effect; nearly all actives have a fitted effect of over 50% in size
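TbPYK + substrate in 50 mM TEA pH 7.2, 100 mM KCl, 10 mM MgCl2, 0.05% BSA, 0.01% Tween-20; cpd pinned; ADP 130 uM final; 45 min RT; Kinase-Glo Plus 10 min; luminescence endpoint.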
Active calls of the source: *; & = joins results of further samples; [ ] = another dose, or the depositor's remark. Unless noted, the call rests on the fitted dose curve; in most records, active means well fitted curve in the direction sought with a large enough effect; inconclusive means small, poorly fitted or top-dose-only effect, or another doubt; inactive means no such curve, though single readings can be large; an effect the other way counts as inactive or inconclusive.

Results for O=C(C1CCN(S(=O)(=O)c2cccc3cccnc23)CC1)N1CCc2ccccc21 ?
CHX counter: -3; Shiga toxin inh: 19; LmPK inhibitor: -3%; AMA1-RON2 inh: -7%; Pf growth 96h: inconclusive; Pf growth 48h: -23%; Tb PYK inh: -5%

Results for CCN1C(=O)c2ccccc2S(=O)(=O)c2ccc(C(=O)NC(C)C)cc21 ?
CHX counter: -2; Shiga toxin inh: -7; LmPK inhibitor: 5%; AMA1-RON2 inh: -7%; Pf growth 96h: inconclusive; Pf growth 48h: 0%[0.00184 µM]; Tb PYK inh: -10%

How did Cc1cc(N2C(=O)C(O)=C(C(=O)c3cc4ccccc4o3)C2c2ccc(OC(C)C)cc2)no1 (centres undefined) do in these assays?
CHX counter: -2; Shiga toxin inh: -4; LmPK inhibitor: 2%; AMA1-RON2 inh: 21%; Pf growth 96h: inconclusive; Pf growth 48h: inconclusive; Tb PYK inh: 2%

How did CC(C)(C)C(=O)NC(=S)Nc1ccc(F)cc1 do in these assays?
CHX counter: 31*; Shiga toxin inh: 87*; LmPK inhibitor: 1%; AMA1-RON2 inh: 9%; Pf growth 96h: inconclusive; Pf growth 48h: 42%; Tb PYK inh: -12%

What do the screens show for `CCCc1ccc(-c2cc(C(=O)NC3=NCCS3)c3ccccc3n2)cc1`?
CHX counter: 19*; Shiga toxin inh: 24*; LmPK inhibitor: -9%; AMA1-RON2 inh: 40%[activator]; Pf growth 96h: 151%[activator]; Pf growth 48h: 175%[activator]; Tb PYK inh: 3%

How did O=C(O)C1CCCCC1C(=O)NCCCc1ccccc1 (centres undefined) do in these assays?
CHX counter: -1; Shiga toxin inh: -8; LmPK inhibitor: -5%; AMA1-RON2 inh: -1%; Pf growth 96h: inconclusive; Pf growth 48h: -1%; Tb PYK inh: -10%

What do the screens show for `NC(=O)CCn1ccc2ccccc21`?
CHX counter: -5; Shiga toxin inh: -7; LmPK inhibitor: 2%[11.5 µM]; AMA1-RON2 inh: 2%; Pf growth 96h: 39%; Pf growth 48h: -9%; Tb PYK inh: 4%

What do the screens show for `COCCn1c(SCC(=O)NC2CCCC2)nc2cccnc21`?
CHX counter: 14; Shiga toxin inh: -6; LmPK inhibitor: 3%; AMA1-RON2 inh: 8%; Pf growth 96h: 20%; Pf growth 48h: 11%; Tb PYK inh: -4%

What do the screens show for `CCN(C(=O)CSc1cc(C)c2ccccc2n1)C1CCS(=O)(=O)C1` (centres undefined)?
CHX counter: -4; Shiga toxin inh: 3; LmPK inhibitor: 5%; AMA1-RON2 inh: 13%; Pf growth 96h: inconclusive; Pf growth 48h: -6%; Tb PYK inh: -10%

Results for Cc1cc(SCC(=O)c2ccc(O)c(O)c2)nc2ccccc12 ?
CHX counter: -3; Shiga toxin inh: -12; LmPK inhibitor: 5%; AMA1-RON2 inh: -2%; Pf growth 96h: 12%; Pf growth 48h: 8%; Tb PYK inh: -6%

Results for Cc1cc(C)c(NC(=O)COC(=O)CSc2ccc(Br)cc2C)c(C)c1 ?
CHX counter: 2; Shiga toxin inh: -3; LmPK inhibitor: 3%; AMA1-RON2 inh: 7%; Pf growth 96h: 13%; Pf growth 48h: -16%; Tb PYK inh: -8%

What do the screens show for `Cc1cc(C(=O)N2CCCC(C(=O)c3cccc4ccccc34)C2)nc(C)n1` (centres undefined)?
CHX counter: 4; Shiga toxin inh: 7; LmPK inhibitor: -5%; AMA1-RON2 inh: 2%; Pf growth 96h: inconclusive; Pf growth 48h: -1%; Tb PYK inh: -12%

Results for Cc1nnn(C23CC4CC(CC(C4)C2)C3)n1 ?
CHX counter: -2; Shiga toxin inh: 16; LmPK inhibitor: -1%; AMA1-RON2 inh: 6%; Pf growth 48h: 21%; Tb PYK inh: -5%

How did CCOc1ccccc1C(C(=O)NC1CCCC1)N(C(=O)c1csnn1)C1CC1 (centres undefined) do in these assays?
CHX counter: -2; Shiga toxin inh: -9; LmPK inhibitor: -12%; AMA1-RON2 inh: 0%; Pf growth 96h: -6%; Pf growth 48h: -11%; Tb PYK inh: 7%

How did NNC(=O)Cn1c(COc2ccc(Cl)cc2)nc2ccccc21 do in these assays?
CHX counter: 1; Shiga toxin inh: 21; LmPK inhibitor: -5%; AMA1-RON2 inh: 41%[activator]; Pf growth 96h: inconclusive; Pf growth 48h: -29%; Tb PYK inh: 7%

Results for O=C(NC1CCCC1)c1ccc(Cn2c(=O)[nH]c3ccsc3c2=O)cc1 ?
CHX counter: -2; Shiga toxin inh: 1; LmPK inhibitor: 5%; AMA1-RON2 inh: -3%; Pf growth 96h: inconclusive; Pf growth 48h: -10%; Tb PYK inh: -2%

What do the screens show for `Cc1oc2cc3oc(=O)c(CCC(=O)NCCCN4CCCC4=O)c(C)c3cc2c1C`?
CHX counter: 2; Shiga toxin inh: 8; LmPK inhibitor: -11%; AMA1-RON2 inh: 10%; Pf growth 96h: -20%; Pf growth 48h: -9%; Tb PYK inh: -6%

What do the screens show for `COc1ccc(CNc2nc(C)c([N+](=O)[O-])c(C)c2C#N)cc1`?
CHX counter: -10; Shiga toxin inh: -8; LmPK inhibitor: 0%; AMA1-RON2 inh: -22%; Pf growth 96h: inconclusive; Pf growth 48h: -27%; Tb PYK inh: -5%

Results for O=c1[nH]c2cccnc2n1-c1cccc([N+](=O)[O-])c1 ?
CHX counter: 1; Shiga toxin inh: 12; LmPK inhibitor: -21%; AMA1-RON2 inh: -3%; Pf growth 96h: -3%; Pf growth 48h: 21%; Tb PYK inh: -5%

How did CCc1nn2c(N)c(/C=C3\C=Nc4ccccc43)c(=O)nc2s1 do in these assays?
CHX counter: -1&-3; Shiga toxin inh: 2&-51; LmPK inhibitor: 4%&1%; AMA1-RON2 inh: 7%&-9%; Pf growth 96h: inconclusive; Pf growth 48h: -5%&5%; Tb PYK inh: 3%&-15%

Results for CCCNC(=O)COC(=O)/C=C/c1cccc(F)c1 ?
CHX counter: -1; Shiga toxin inh: -16; LmPK inhibitor: 3%; AMA1-RON2 inh: -6%; Pf growth 96h: 23%; Pf growth 48h: -2%; Tb PYK inh: -1%

Results for CC(=O)c1ccccc1NC(=O)COC(=O)/C=C/c1cccs1 ?
AMA1-RON2 inh: 10%; Pf growth 96h: 18%; Pf growth 48h: inconclusive; Tb PYK inh: 10%

What do the screens show for `COc1cccc(C(=O)CN(C(=O)c2ccc(Cl)cc2Cl)N2C(=O)c3ccccc3C2=O)c1`?
CHX counter: 13; Shiga toxin inh: 1; LmPK inhibitor: -3%; AMA1-RON2 inh: -2%; Pf growth 96h: -5%; Pf growth 48h: -13%; Tb PYK inh: 7%

What do the screens show for `Cc1nc2ccccc2nc(C)c1=NOCc1ccc(Cl)cc1Cl`?
CHX counter: 39*; Shiga toxin inh: 112*; LmPK inhibitor: 2%; AMA1-RON2 inh: -14%; Pf growth 96h: 58%[activator]; Pf growth 48h: -23%; Tb PYK inh: 4%

Results for CC(C)CCN(C(=O)c1csnn1)C(C(=O)NC1CCCC1)c1ccccc1 (centres undefined) ?
CHX counter: -2; Shiga toxin inh: -4; LmPK inhibitor: 1%; AMA1-RON2 inh: 5%; Pf growth 96h: inconclusive; Pf growth 48h: 6%; Tb PYK inh: -9%

How did O=Cc1c(NCc2ccccc2)c2ccccc2[nH]c1=O do in these assays?
CHX counter: -1; Shiga toxin inh: -19; LmPK inhibitor: 4%; AMA1-RON2 inh: 7%; Pf growth 96h: -15%; Pf growth 48h: 14%; Tb PYK inh: 5%

How did CC(Oc1ccccc1Br)C(=O)N1CCc2ccccc21 (centres undefined) do in these assays?
CHX counter: 51*; Shiga toxin inh: 79*; LmPK inhibitor: 4%; AMA1-RON2 inh: -1%; Pf growth 96h: 70%[activator]; Pf growth 48h: -84%; Tb PYK inh: 1%

How did CCN(CC)c1ccc(C(=O)NNC(=O)CNC(=O)c2ccco2)cc1 do in these assays?
AMA1-RON2 inh: 24%; Pf growth 96h: 16%; Pf growth 48h: inconclusive; Tb PYK inh: 0%

How did COc1ccc(CNC(=O)C(C)c2ccc([N+](=O)[O-])cc2)cc1 (centres undefined) do in these assays?
CHX counter: 11; Shiga toxin inh: -24; LmPK inhibitor: 3%; AMA1-RON2 inh: -11%; Pf growth 96h: 25%; Pf growth 48h: inconclusive; Tb PYK inh: -2%

How did CC(C)N1C(=O)CCC1C(=O)NCc1cccs1 (centres undefined) do in these assays?
CHX counter: 43*; Shiga toxin inh: 73; LmPK inhibitor: 9%; AMA1-RON2 inh: 4%; Pf growth 96h: -5%; Pf growth 48h: 24%; Tb PYK inh: 3%

Among those listed so far, these have bromine:
Results for Cc1cc(C)c(NC(=O)COC(=O)CSc2ccc(Br)cc2C)c(C)c1 ?
CHX counter: 2; Shiga toxin inh: -3; LmPK inhibitor: 3%; AMA1-RON2 inh: 7%; Pf growth 96h: 13%; Pf growth 48h: -16%; Tb PYK inh: -8%

How did CC(Oc1ccccc1Br)C(=O)N1CCc2ccccc21 (centres undefined) do in these assays?
CHX counter: 51*; Shiga toxin inh: 79*; LmPK inhibitor: 4%; AMA1-RON2 inh: -1%; Pf growth 96h: 70%[activator]; Pf growth 48h: -84%; Tb PYK inh: 1%

(listing goes on)
Results for O=C(NC(=S)Nc1ccc2[nH]c(=O)[nH]c2c1)c1ccccc1F ?
CHX counter: 15; Shiga toxin inh: 25; LmPK inhibitor: -1%; AMA1-RON2 inh: 13%; Pf growth 96h: 5%; Pf growth 48h: 37%[activator]; Tb PYK inh: -5%

Results for COC(=O)c1ccc(C)c(NC(=O)CCc2cc(OC)c(OC)c(OC)c2)c1 ?
CHX counter: 1; Shiga toxin inh: -3; LmPK inhibitor: -5%; AMA1-RON2 inh: 1%; Pf growth 96h: 13%; Pf growth 48h: -15%; Tb PYK inh: 0%

What do the screens show for `Cn1ncc(C#N)c1NC(=O)c1cc(-c2ccccc2Cl)on1`?
CHX counter: 17; Shiga toxin inh: 51; LmPK inhibitor: -4%; AMA1-RON2 inh: -22%; Pf growth 96h: 92%[activator]; Pf growth 48h: 34%[activator]; Tb PYK inh: -3%

What do the screens show for `O=C(O)c1cnn2c1NC(c1cccs1)CC2C(F)(F)F` (centres undefined)?
CHX counter: -3; Shiga toxin inh: 11; LmPK inhibitor: 3%; AMA1-RON2 inh: -5%; Pf growth 96h: 13%; Pf growth 48h: 6%; Tb PYK inh: -1%

Results for CCc1ccc(C(=O)COC(=O)CNC(=O)COc2ccccc2)cc1 ?
CHX counter: -1; Shiga toxin inh: -6; LmPK inhibitor: -1%; AMA1-RON2 inh: inconclusive; Pf growth 96h: 9%; Pf growth 48h: -1%; Tb PYK inh: -11%

Results for O=c1[nH]cnc2sc(-c3ccccc3)cc12 ?
CHX counter: 56*; Shiga toxin inh: 49; LmPK inhibitor: 1%; AMA1-RON2 inh: -8%; Pf growth 96h: 27%; Tb PYK inh: 1%
